Bioassay records: PubChem, Sanford-Burnham Center for Chemical Genomics
tim10-1 inh: inhibits growth of tim10-1 mutant yeast | S. cerevisiae tim10-1 ts strain growth, BacTiter-Glo, 24 h | inhibition, % at 20 µM | 330,000 compounds, 2.2% hits | AID 463190;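 active = inhibition of at least 40%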;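 note: mutant grown at 25 °C; 0% = DMSO wells with yeast and 100% = wells holding no yeast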
APJ agonist: activates the human apelin receptor APJ; P35414; 330,000 compounds, 0.11% hits; CHO-K1 APJ PathHunter beta-arrestin, luminescence; 0% DMSO wells, 100% apelin; AID 2520; activation, % at 20 µM;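 active = activation more than six SD over the plate average, tested at 20 µM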;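 note: 0% = DMSO alone and 100% = apelin-13 at 10 nM; some results filed as inactive read as strong as hits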
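Incubation: overnight seeding, 90 min compound at 25 °C, 1 h detection; test system: PathHunter CHO-K1 APJ (AGTRL-1) beta-arrestin reporter cells; amount: 1000 cells/well; doses: one dose, 20 µM compound, 1% DMSO; measured by: beta-gal luminescence; measure: agonist-driven arrestin binding to APJ; benchmarks: negative DMSO alone, positive Apelin-13 at 10 nM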
CHOP UPR activ: apoptotic UPR (CHOP) activation; AID 449763; 330,000 compounds, 0.34% hits; CHO-CHOP luciferase reporter, luminescence; percent of tunicamycin response over DMSO baseline; activation, % at 10 µM;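 active = at 10 µM dose, activation of 40% or more, normalized to positive control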;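 note: 100% = tunicamycin at 10 µg/mL and 0% = DMSO alone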
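assay system = CHO CHOP reporter cells | amount = 500 CHO-CHOP cells per well | buffer or medium = F12 with 10% FBS | incubation = 16-18 h cell attachment, then 6 h compound exposure, 37 °C | detection = luminescence read with Steady-Glo | read-out = percent activation relative to tunicamycin control | controls = tunicamycin high control, DMSO low control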
UPR XBP1 act: activators of adaptive arm of unfolded protein response (XBP1) | activation, % at 20 µM | 330,000 compounds, 0.33% hits | CHO-XBP1 luciferase reporter, IRE1-XBP1 UPR activation, luminescence; percent of tunicamycin response, DMSO as zero;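 active = versus positive control, 20 µM dose yields 30% or more activation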;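 note: 100% = tunicamycin at 10 µg/mL and 0% = DMSO only wells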
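Assay system: IRE1-XBP1 luciferase reporter CHO line. Input: 1000 cells/well. Buffer or medium: F12 with 10% serum. Doses: 20 µM, 1% DMSO. Times: overnight seeding at 37 °C, 6 h compound treatment at 37 °C. Technique: Steady-Glo luciferase glow luminescence, 10 min after reagent addition.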
Mdm2-MdmX inh: disrupts the human Mdm2-MdmX interaction; SaOS-2 split-luciferase Mdm2/MdmX complementation, luminescence; inhibition, % at 8 µM; 330,000 compounds, 3% hits;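 active = inhibition of at least 50% at 8 µM in the primary screen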
Target sequence (O15151 whole entry, looked up): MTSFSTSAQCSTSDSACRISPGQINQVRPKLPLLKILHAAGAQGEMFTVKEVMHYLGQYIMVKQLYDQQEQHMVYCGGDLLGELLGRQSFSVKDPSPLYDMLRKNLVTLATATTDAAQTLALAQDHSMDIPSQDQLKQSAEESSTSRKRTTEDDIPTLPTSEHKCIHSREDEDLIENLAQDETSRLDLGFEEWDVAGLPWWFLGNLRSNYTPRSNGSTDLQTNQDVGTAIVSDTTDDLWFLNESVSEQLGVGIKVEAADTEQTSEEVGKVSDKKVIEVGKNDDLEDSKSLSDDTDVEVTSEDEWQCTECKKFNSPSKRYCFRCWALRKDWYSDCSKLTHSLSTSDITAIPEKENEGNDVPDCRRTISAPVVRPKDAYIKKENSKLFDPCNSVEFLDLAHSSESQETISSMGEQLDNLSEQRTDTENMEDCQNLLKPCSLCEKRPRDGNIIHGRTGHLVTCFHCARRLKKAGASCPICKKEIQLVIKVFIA
Target sequence (Q00987 whole entry, looked up): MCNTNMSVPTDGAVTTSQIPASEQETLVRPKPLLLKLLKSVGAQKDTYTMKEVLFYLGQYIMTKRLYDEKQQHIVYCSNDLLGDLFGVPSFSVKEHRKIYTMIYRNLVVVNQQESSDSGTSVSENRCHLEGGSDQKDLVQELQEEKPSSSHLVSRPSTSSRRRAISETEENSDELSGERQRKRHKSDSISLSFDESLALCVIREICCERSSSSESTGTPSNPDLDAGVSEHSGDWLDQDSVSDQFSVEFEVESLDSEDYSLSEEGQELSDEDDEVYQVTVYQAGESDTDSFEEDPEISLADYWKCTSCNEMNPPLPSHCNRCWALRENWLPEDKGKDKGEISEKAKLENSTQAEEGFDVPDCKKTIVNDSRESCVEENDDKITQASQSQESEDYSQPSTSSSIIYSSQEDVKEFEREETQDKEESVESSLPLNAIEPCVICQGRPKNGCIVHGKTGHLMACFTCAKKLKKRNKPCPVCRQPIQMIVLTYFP
TIM10 inh: TIM10 yeast growth inhibition; S. cerevisiae TIM10 strain growth, BacTiter-Glo luminescence, 24 h; inhibition, % at 10 µM; 330,000 compounds, 1.4% hits;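 active = inhibition of 40% or more at the single tested concentration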;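 note: wild-type TIM10 isogenic control strain grown at permissive 25 °C; 0% = DMSO yeast wells and 100% = minimal medium wells without yeast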
GRIN3A LBD mod: NR3A (human) ligand-binding domain modulation; NR3A LBD differential scanning fluorimetry, Tm shift; 0% = protein alone, 100% = glycine-bound protein; Tm shift relative to glycine control, % at 25 µM; 340,000 compounds, 2.5% hits;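 active = melting temperature shift of at least 10% of the positive control shift, at one fixed dose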
tim23-1 inh: growth inhibitors of tim23-1 mutant yeast; S. cerevisiae tim23-1 growth, BacTiter-Glo luminescence, 24 h; inhibition, % at 20 µM; 330,000 compounds, 1.3% hits; AID 463212;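 active = growth inhibition of the mutant yeast at or above 50%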;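 note: temperature-sensitive mutant grown at 25 °C; plate controls were DMSO-treated mutant yeast for no effect and medium wells lacking yeast for full effect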
NALP3 yeast inh: NALP3 inhibition in yeast; Yeast reconstituted NLRP3/ASC/caspase-1, beta-gal luminescence, 24 h; inhibition, % at 10 µM; 330,000 compounds, 0.39% hits;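 active = inhibition of 50% or more; inactive = inhibition below 50%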;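 note: plate controls were induced DMSO wells for no effect and uninduced yeast grown without galactose for full effect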
The depositor's hits bear a star; . = no result given. Hits appear at their usual frequency; 8.2% or so of the library scored in one or more.

item	molecule	tim10-1 inh	APJ agonist	CHOP UPR activ	UPR XBP1 act	Mdm2-MdmX inh	TIM10 inh	GRIN3A LBD mod	tim23-1 inh	NALP3 yeast inh
1	CC(C)c1ccc(S(=O)(=O)N2CCN(C(=O)C3CC3C)CC2)cc1 (stereo not given)	18	0	2.5	-3	22	6	3	15	20
2	CCOC(=O)/C(=C\c1cn(C)c2ccccc12)[N+](=O)[O-]	27	3	2.4	-1	-10	25	34*	54*	3
3	CCc1nnc(NC(=O)NCN2C(=O)C3C4C=CC(C4)C3C2=O)s1 (stereo not given)	-3	-2	-2.7	-4	6	-12	-1	14	3
4	Cc1ccccc1NS(=O)(=O)c1ccc2[nH]c(=O)[nH]c2c1	15	-2	0.4	1	-14	-2	-2	8	2
5	COc1ccc(S(=O)(=O)Nc2cccnc2)cc1	4	-1	-0.3	-2	-10	8	0	22	7
6	CCCCNC(=O)C(c1ccc(OCC(=O)OC)c(C(=O)OC)c1)N(CCOC)C(=O)CCCCCN1C(=O)NC(c2ccc(-c3ccccc3)cc2)C(C(=O)OCc2ccccc2)=C1C (stereo not given)	12	1	1.3	-3	100*	12	.	21	30
7	CC(C)(O)/C=C/C(=O)[C@](C)(O)C1[C@H](O)C[C@@]2(C)C3CC=C4C(C=C(O[C@@H]5O[C@H](CO)[C@@H](O)[C@H](O)[C@H]5O)C(=O)C4(C)C)[C@]3(C)C(=O)C[C@]12C (stereo not given in full)	-9	-3	-0.6	-4	-10	3	-1	5	8
8	COc1ccc(OS(=O)(=O)Cc2ccccc2)cc1	13	0	5.1	-2	-32	6	-2	-5	30
9	Cc1cc(-c2cc(C(=O)Nc3ccccc3)on2)nc(NCC2CC2)n1	12	8	-0.4	-1	3	5	-4	29	22
10	COC(C/C=C/[C@H](O)[C@H](C)OCc1ccccc1)OC	16	-4	-0.5	0	-15	17	2	19	14
11	Cc1ccc(/C=N/NC(=O)c2nnn(-c3nonc3N)c2CN(C)C)s1	5	0	-2.5	-1	2	0	3	5	8
12	COc1cccc(C(=O)COc2ccc3c(C)c(Cc4ccccc4)c(=O)oc3c2)c1	12	0	0.8	-2	19	7	0	-4	7
13	Cc1cccc(OCCCC(=O)Nc2ccc(S(N)(=O)=O)cc2)c1C	3	1	-1.6	2	12	-13	0	-3	11
14	Cc1[nH]c2ccccc2c1/C=N/NC(=O)c1cccc([N+](=O)[O-])c1	-2	3	-1.1	-3	-18	-2	-3	-9	-19
15	Cc1onc(-c2ccccc2)c1C(=O)/C=C/N(C)C	13	0	-0.3	1	7	16	0	9	8
16	Cc1nnc(Nc2ccc(C(=O)O)cc2)[nH]c1=O	-10	1	-0.3	-3	-1	4	1	-3	2
17	CCOc1ccc(-n2c(=O)c3sccc3n(CC(=O)Nc3cccc(OC)c3)c2=O)cc1	5	-1	2.3	1	-3	-6	0	6	2
18	CCOC(=O)C1=C(C)NC(C)=C(C(=O)OCC)C1C(=O)OCC(=O)N1CCc2ccccc2C1	16	-2	-0.7	1	8	9	1	2	-5
19	O=C1c2ccccc2-c2cccc(C(=O)N3CCCCCC3)c21	32	3	10	1	2	33	-1	35	1
20	O=C(NCC1CCCN1S(=O)(=O)c1cccs1)C(=O)Nc1cccc(F)c1 (stereo not given)	15	-2	5.5	4	3	-3	-1	18	14
21	O=C(N/N=C/c1ccco1)c1cc(-c2ccc(Cl)cc2)n[nH]1	-18	5	0.4	-2	14	-7	5	0	8
22	COc1ccc(C2c3cc(OC)c(OC)cc3CCN2C(=O)c2ccccc2Br)cc1OC (stereo not given)	30	-3	0.3	-5	28	14	1	21	12
23	CCCCc1cc(=O)oc2cc(C)cc(OCC(=O)NCC3CCC(C(=O)O)CC3)c12 (stereo not given)	-6	-3	2.6	-3	13	-7	1	-6	8
24	CCOc1ccc(NC(=O)CN2C(=O)NC3(CCCCCC3)C2=O)cc1	-27	-2	0.8	1	-3	-14	1	-1	13
25	Nc1nnc(-c2cccc(Cl)c2Cl)c(N)n1	15	-1	-1.8	-5	-9	8	-3	-3	12
26	C/C=C/C=C/C(=O)Nc1nccs1	7	1	1.3	6	-27	4	-7	7	14
27	CC(=O)Nc1ccc(S(=O)(=O)N2CCN(S(=O)(=O)N3CCOCC3)CC2)cc1	13	-1	0.5	-1	17	4	-1	4	16
28	CN(C)CCNC(=S)Nc1ccc(Cl)cc1Cl	8	-2	1.1	0	-33	4	0	2	3
29	CC(/C=N\NC(=O)c1ccc2c(c1)OCO2)c1ccccc1 (stereo not given)	6	-1	-1.9	-3	32	-4	0	16	13
30	COc1ccc(C(CNC(=O)c2cccc(NC(=O)c3cccs3)c2)N2CCCC2)cc1 (stereo not given)	-18	-1	-2.1	-1	-7	0	-1	-5	4

item	molecule	tim10-1 inh	APJ agonist	CHOP UPR activ	UPR XBP1 act	Mdm2-MdmX inh	TIM10 inh	GRIN3A LBD mod	tim23-1 inh	NALP3 yeast inh
31	COc1ccc(C(CNC(=O)Cc2ccccc2)N2CCCCC2)cc1 (stereo not given)	-3	-3	-0.5	-6	-14	-1	-1	11	15
32	CCOC(=O)C1CCCN(S(=O)(=O)c2cnc(Cl)c(Br)c2)C1 (stereo not given)	-4	-2	-2.0	-2	-7	-1	0	15	17
33	O=C(CCC(=O)N1CCSc2ccccc21)Nc1cccc(F)c1	-5	0	-1.0	-2	16	-3	0	11	-2
34	Cc1cc(C)c2c(-n3cccc3)nn(CC#N)c2n1	17	-2	-2.7	1	28	-7	-1	16	6
35	CO/N=C(\c1ccccc1)c1cccnc1	1	-3	0.5	-5	15	-3	-1	5	11
36	CCCOc1ccc(-c2c(C(=O)N/N=C/c3cccnc3)nnn2-c2nonc2N)cc1	21	-3	-1.0	-2	19	-4	-7	6	9
37	Cc1nc(N2CCN(C(=O)c3ccco3)CC2)c2c3c(sc2n1)CC(C)CC3 (stereo not given)	16	-2	-0.1	-5	23	25	4	42	12
38	COc1cc(-c2cc(C(=O)Nc3ccncc3)c3ccccc3n2)cc(OC)c1OC	15	5	2.9	-1	18	0	-2	8	12
39	O=C(NNC(=O)c1cccnc1SCc1cccc([N+](=O)[O-])c1)c1ccc(F)cc1	16	-2	1.5	0	14	-6	-6	2	2
40	CC(C(=O)NCc1cccs1)n1cccc1 (stereo not given)	9	1	-0.5	-3	4	-2	1	-2	7
41	CCC(OC(=O)CNS(=O)(=O)c1ccccc1)C(=O)c1ccccc1 (stereo not given)	0	-2	-0.6	-2	26	10	-3	13	7
42	Cc1cc(C)n(CC2CC(=O)N(c3ccc(F)c(Cl)c3)C2=O)n1 (stereo not given)	8	3	-0.5	-1	16	17	2	17	13
43	O=C(c1ccccc1)N1CCN(C(=O)C23CC4CC(CC(C4)C2)C3)CC1	24	1	0.7	-2	19	11	0	15	3
44	Cc1cccc(C)c1NC(=O)CSc1nnc(C2CCCCC2)o1	-5	-4	-2.1	6	17	-11	0	3	10
45	COc1ccc(NC(=O)Nc2cccc3c2O[C@H](CN(C)S(=O)(=O)c2ccc(F)cc2)[C@@H](C)CN([C@H](C)CO)C3=O)cc1	0	-1	1.2	-2	20	0	-1	7	4
46	COc1ccccc1OCCn1cc(C(=O)C(C)C)c2ccccc21	-12	2	-0.9	-6	0	-4	-1	9	21
47	CN(C)C(=O)c1ccc(NC(=O)c2cccc(S(=O)(=O)N3CCCCCC3)c2)cc1	7	-5	-5.1	-1	29	7	-3	-6	0
48	O=C(Nc1ccc2c(c1)OCCO2)C1CCCN1S(=O)(=O)c1cccc2cccnc12 (stereo not given)	21	6	1.6	-4	18	17	3	32	21
49	CCN(C(=S)Nc1ccccc1F)C1CCCCC1	24	1	-3.2	-4	7	12	0	17	16
50	Cn1c(=O)cc(N2CCCCC2)[nH]c1=O	-7	-3	1.6	-4	9	1	-3	-9	8
51	Cc1ccc(C(=O)OCC(=O)NC2CCCCCC2)c(C)c1	21	-1	5.4	2	13	16	-1	27	41
52	CC(C)[C@H](NC(=O)c1ccc(C(C)(C)C)cc1)C(=O)N1CCN(Cc2ccc3c(c2)OCO3)CC1	-5	-3	-1.4	5	52*	19	-2	22	22
53	N#CC1=C(N)OC2=C(C(=O)CCC2)C1c1cc2c(cc1Br)OCO2 (stereo not given)	-8	3	-1.1	-4	-5	2	-3	9	25
54	COc1c2ccc(C(=O)NCCCCc3ccccc3)cc2nn1C	-25	-2	0.2	5	12	-1	-1	-3	17
55	O=C(NCC1CCCO1)c1cc2ccccc2o1 (stereo not given)	-15	7	2.2	-1	9	-7	-1	-2	21
56	Cc1nn(-c2nc3ccccc3n2Cc2ccccc2)c2c1C(=O)CC(C)(C)C2	29	-1	2.3	0	34	14	-4	34	10
57	CCC(Sc1ncccc1C(=O)OC(C)C)C(=O)N1CCOCC1 (stereo not given)	16	0	-0.2	1	-5	-3	-1	24	7
58	Cc1c(NC(=O)COC(=O)COc2ccc(Nc3ccccc3)cc2)c(=O)n(-c2ccccc2)n1C	26	4	-1.7	-2	-17	3	-4	23	27
59	O=C(Nc1ccc(Cl)cc1)c1ccc2c(=O)n3c(nc2c1)CCCCC3	-6	-4	3.5	0	-17	-1	-11	-14	28
60	CCOc1c2ccc(C(=O)NCc3cc(C(F)(F)F)cc(C(F)(F)F)c3)cc2nn1C	-43	-3	-0.6	-1	20	-13	-14	-3	16

item	molecule	tim10-1 inh	APJ agonist	CHOP UPR activ	UPR XBP1 act	Mdm2-MdmX inh	TIM10 inh	GRIN3A LBD mod	tim23-1 inh	NALP3 yeast inh
61	COC(=O)C1=C(C)Nc2nnnn2C1c1ccco1 (stereo not given)	5	-3	-2.0	-3	4	1	-1	12	7
62	CN(CCOc1ccccc1)CC(O)COc1ccccc1 (stereo not given)	4	-3	-0.1	-1	2	-12	-1	5	1
63	Cc1cccc2c(C(=O)O)c3c(nc12)CCCCC3	3	-1	1.4	-2	-14	7	-2	7	15
64	C[C@]12c3[nH]c4ccc(Cl)cc4c3CCN1C(=O)[C@@H](CC(=O)NCc1ccco1)C[C@@H]2C(=O)N1CCCCC1	19	.	2.8	-2	11	-4	-4	34	.
65	COc1ccc(Cl)cc1C(=O)N1CCN(c2ccccn2)CC1	16	-6	-0.2	3	13	4	0	5	8
66	O=C(CO/N=C/c1ccc(OC(F)F)cc1)NCc1ccc(F)cc1	16	-5	0.2	-2	24	21	0	9	-9
67	O=C(CSc1n[nH]c(=O)n1Cc1ccco1)Nc1ccccc1	6	-3	0.1	-2	14	5	0	8	2

Quoted at random: three entries already listed, in no set order.
item	molecule	tim10-1 inh	APJ agonist	CHOP UPR activ	UPR XBP1 act	Mdm2-MdmX inh	TIM10 inh	GRIN3A LBD mod	tim23-1 inh	NALP3 yeast inh
65	COc1ccc(Cl)cc1C(=O)N1CCN(c2ccccn2)CC1	16	-6	-0.2	3	13	4	0	5	8
66	O=C(CO/N=C/c1ccc(OC(F)F)cc1)NCc1ccc(F)cc1	16	-5	0.2	-2	24	21	0	9	-9
62	CN(CCOc1ccccc1)CC(O)COc1ccccc1 (stereo not given)	4	-3	-0.1	-1	2	-12	-1	5	1
